Salmonella PhoP GFP = inhibitors of PhoP regulon expression, primary screen, Salmonella Typhimurium, GFP reporter (AID 1863) | S. Typhimurium PhoP-regulated promoter GFP reporter, 4 h; higher % means a stronger effect | inhibition, % at 50 µM; hits with a dose series show IC50 in µM | hit rate 0.16% among 300,000;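 active = inhibition over 29.93%, a cutoff 3 SD above the screen mean, later confirmed by dose response; inconclusive = inhibition over 29.93% but no dose response follow-up; inactive = inhibition at most 29.93% or unconfirmed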;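 also: 0% = low Mg2+ inducing control and 100% = high Mg2+ repressing control; strong numbers were not always called active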
T cell HTS = modulates CD8 T cell binding to vesicles | 2C CD8+ T cell-vesicle binding, flow cytometry; active compounds read low | calls only at 7 µM | hit rate 0.068% among 330,000 | AID 2052;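 active = response, share of CD8 T cells binding vesicles, and their 90th percentile fluorescence all below set limits, cut at about 80% in these data, passing the limit was not always enough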
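Benchmarks: naked versus QL9-loaded vesicles / Assay system: purified 2C TCR transgenic mouse naive CD8+ T cells / Technique: high-throughput flow cytometry with anti-B7-1 and anti-CD8 staining / Timing: Cell–vesicle co-incubation 1.5 h at 37 °C, staining 20 min on ice / Read-out: percent CD8+ FL2 mean versus row control / Probe or stimulus: QL9-loaded Drosophila micro-vesicles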
West Nile antiviral = inhibition of WNV-induced cytopathic effect – cell-based, CPE readout (AID 1621); hit rate 0.02% among 290,000; CPE inhibition, % at 10 µM, or IC50 in µM where a hit was titrated; West Nile virus-infected cells, CPE inhibition; higher % means a stronger effect; in the data active = a potency from the dose series; inconclusive = CPE inhibition mostly from about 3.7% at the one dose, without a potency; inactive = the rest, 99 in 100 with CPE inhibition below about 2.2%; also: strong numbers were not always called active
K1F lysis inhibition = inhibition of K1F phage lysis, E. coli UTI89, bacterial capsule biogenesis inhibitors, alamar blue (AID 488966) | E. coli UTI89 K1F phage lysis, alamar blue, 2 h; higher % means a stronger effect | inhibition, % at 100 µM, or IC50 in µM where a hit was titrated | hit rate 0.02% among 340,000;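 active = phage lysis inhibition, versus mean bacterial control, above a set limit; inconclusive = no clear call, values can overlap the other calls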;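 also: capsule biogenesis inhibitors block K1F phage lysis so surviving cells raise fluorescence; higher fluorescence means more inhibition of phage lysis; actives were called in the ten point dose series up to 300 µM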
SV40 large T antigen = TAg ATPase/helicase activity blockers – biochemical (AID 1903) | SV40 large T antigen ATPase/helicase inhibition assay; higher % means a stronger effect | inhibition, % at 20 µM, or IC50 in µM where a hit was titrated | hit rate 0.39% among 310,000; in the data active = a potency from the dose series; inconclusive = inhibition mostly from about 32% at the one dose, without a potency; inactive = the rest, 99 in 100 with inhibition below about 32%; also: strong numbers were not always called active
NTR1 agonist = NTR1-driven beta-arrestin-GFP spot formation – imaging, U2OS cells, high content, primary screen (AID 493036); agonist mode; activation, % at 20 µM; hit rate 0.17% among 330,000;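 active = activation at or above 40% of the spot to cytoplasm intensity ratio, with at least 20 cells analyzed; inconclusive = wells under 20 cells, flagged as cytotoxic or low count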;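 also: 0% = DMSO without peptide and 100% = 100 nM NTR1 peptide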
Target sequence (P30989 whole entry, looked up): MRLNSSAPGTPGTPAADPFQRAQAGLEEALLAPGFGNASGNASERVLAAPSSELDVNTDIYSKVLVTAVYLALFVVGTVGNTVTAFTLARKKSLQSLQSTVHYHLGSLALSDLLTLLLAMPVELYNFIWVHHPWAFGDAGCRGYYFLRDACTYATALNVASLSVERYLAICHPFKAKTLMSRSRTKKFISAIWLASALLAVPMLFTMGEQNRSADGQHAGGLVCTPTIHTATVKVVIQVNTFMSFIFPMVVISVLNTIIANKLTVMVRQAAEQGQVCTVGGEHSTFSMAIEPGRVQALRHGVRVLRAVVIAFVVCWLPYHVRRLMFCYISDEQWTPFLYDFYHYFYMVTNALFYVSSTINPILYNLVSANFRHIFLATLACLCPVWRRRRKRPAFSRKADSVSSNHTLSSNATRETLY
RSV antiviral HEp-2 = inhibition of RSV-induced cytopathic effect – HEp-2 cells, primary 10 µM value included (AID 2391). hit rate 0.13% among 310,000. HEp-2 cells, RSV-induced CPE inhibition; higher % means a stronger effect. CPE inhibition, % at 10 µM; hits with a dose series show IC50 in µM; in the data active = a potency from the dose series; inconclusive = CPE inhibition mostly from about 23% at the one dose, without a potency; inactive = the rest, 99 in 100 with CPE inhibition below about 21%; also: strong numbers were not always called active
MgcRacGAP inhibition = MgcRacGAP GTPase-activating activity inhibitors, confirmation, biochemical, ADP Hunter fluorescence | inhibition, % at 30 µM; hits with a dose series show IC50 in µM | AID 624330 | hit rate 0.6% among 340,000 | MgcRacGAP-stimulated Rac1 GTP hydrolysis, ADP Hunter fluorescence; higher % means a stronger effect; GST-tagged Rac1 F28L mutant substrate;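 active = first-screen hits whose inhibition reached a set limit at any dose in the follow-up dose series; inconclusive = inhibition above the set first-screen limit but never retested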;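 also: fluorescence reports GDP produced by GAP-driven GTP hydrolysis; strong numbers were not always called active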
NS5 inhibitors = flavivirus cap methylation enzyme inhibition – biochemical, confirmation dose response, primary screen (AID 588689); Dengue-2 NS5 methyltransferase capping enzyme assay, biochemical; higher % means a stronger effect; one-dose inhibition, % at 25 µM; IC50 in µM for titrated hits; hit rate 0.3% among 340,000; in the data active = a potency from the dose series; inconclusive = inhibition above about 29% without an active follow-up result
T cell HTS vesicle-bound % = recorded beside T cell HTS, whose call it bears; double positive events, %; measured here: CD8+ vesicle-bound cell fraction;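 binding gate set so that unloaded-vesicle control wells show 10% double positive cells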
NTR1 agonist cell count 20 µM = recorded beside NTR1 agonist, whose call it bears; cell count; measured here: cell count, cytotoxicity flag
NS5 inhibitors pilot replicate = also measured in NS5 inhibitors; calls as there; inhibition, %; measured here: pilot screen replicate inhibition
Starred values were filed as active, the others as inactive; i = inactive; ? = inconclusive; . = not tested or not shown; & = joins results of further samples; [ ] = remark or other dose. Rows were taken by chance. About 1.5% of those tested had a hit in this group.

Start of the data: the first 6 entries (preview)
SMILES | Salmonella PhoP GFP | T cell HTS | T cell HTS vesicle-bound % | West Nile antiviral | K1F lysis inhibition | SV40 large T antigen | NTR1 agonist | NTR1 agonist cell count 20 µM | RSV antiviral HEp-2 | MgcRacGAP inhibition | NS5 inhibitors | others
Cc1cc(C)c(C#N)c(SCc2ccccc2[N+](=O)[O-])n1 | -22% | i | 42 | -0.2% | -0.4% | 5% | 1.0 | 38 | 0.4% | 7% | 1%
Cc1c(O)c(=O)ccn1C | 4%&-2% | i | 28 | -0.2% | 1.2% | 12%&6% | 5.9 | 45 | 1.1% | 4% | -4%
CC1CN/C(=C\C(=O)c2ccccc2)C(=O)N1 (stereo not given) | -5% | i | 14 | -0.3% | -0.1% | -1% | 3.6 | 29 | 2.4% | 5% | -3%
Cn1c(=O)c2c(ncn2CCNC2=NCCCCC2)n(C)c1=O | 3% | i | 56 | 0.2% | 0.2% | -3% | 1.6 | 61 | 2.1% | 7% | 1%
COc1ccc(CNc2oc(COc3ccccc3)nc2C#N)cc1 | 10% | i | 19 | . | 1.2% | 3% | -0.7 | 93 | 6.3% | -14% | -4%
O=C(CN1CCN(Cc2ccccc2)CC1)Nc1ccc2c(c1)CCC2 | 8% | i | 21 | -0.3% | 0.2% | 1% | -1.5 | 54 | -0.8% | 1% | -2%

The listing, from the start:
SMILES | Salmonella PhoP GFP | T cell HTS | T cell HTS vesicle-bound % | West Nile antiviral | K1F lysis inhibition | SV40 large T antigen | NTR1 agonist | NTR1 agonist cell count 20 µM | RSV antiviral HEp-2 | MgcRacGAP inhibition | NS5 inhibitors | others
Cc1cc(C)c(C#N)c(SCc2ccccc2[N+](=O)[O-])n1 | -22% | i | 42 | -0.2% | -0.4% | 5% | 1.0 | 38 | 0.4% | 7% | 1%
Cc1c(O)c(=O)ccn1C | 4%&-2% | i | 28 | -0.2% | 1.2% | 12%&6% | 5.9 | 45 | 1.1% | 4% | -4%
CC1CN/C(=C\C(=O)c2ccccc2)C(=O)N1 (stereo not given) | -5% | i | 14 | -0.3% | -0.1% | -1% | 3.6 | 29 | 2.4% | 5% | -3%
Cn1c(=O)c2c(ncn2CCNC2=NCCCCC2)n(C)c1=O | 3% | i | 56 | 0.2% | 0.2% | -3% | 1.6 | 61 | 2.1% | 7% | 1%
COc1ccc(CNc2oc(COc3ccccc3)nc2C#N)cc1 | 10% | i | 19 | . | 1.2% | 3% | -0.7 | 93 | 6.3% | -14% | -4%
O=C(CN1CCN(Cc2ccccc2)CC1)Nc1ccc2c(c1)CCC2 | 8% | i | 21 | -0.3% | 0.2% | 1% | -1.5 | 54 | -0.8% | 1% | -2%
Cc1nonc1C(=O)N1CCCC(Nc2ccc(C(C)C)cc2)C1 (stereo not given) | -4% | i | 9 | -0.1% | 0.7% | 17% | 3.3 | 66 | 18% | -2% | 3%
CN(C)CCCN(C(=O)c1ccc(S(=O)(=O)N(C)Cc2ccccc2)cc1)c1nc2cc3c(cc2s1)OCO3 | 4% | i | 65 | 2.5% | -0.3% | 4% | 27 | 75 | 3.5% | 6% | -3%
COc1ccc(NC(=O)C2CCC(N3C(=O)C4CCCCC4C3=O)CC2)cc1 (stereo not given) | -1% | i | 13 | -0.3% | 0.6% | 5% | -0.1 | 39 | 2.5% | 4% | -9%
CCOC(=O)Cn1c(=O)n(C2CCCC2)c(=O)c2ccccc21 | 1% | i | 25 | -0.1% | 0.8% | 5% | 0.4 | 48 | 0.6% | 7% | -7%
CCC(CO)Nc1ccc(-c2nn(C)c(=O)c3ccccc23)cc1[N+](=O)[O-] (stereo not given) | 0% | i | 54 | -1.5% | -0.1% | 11% | -1.6 | 88 | 16% | -5% | 10%
CCOc1ccccc1NC(=O)c1cc(-c2cc(OC)c(OC)c(OC)c2)nc2ccccc12 | 1% | i | 40 | -0.2% | 0.3% | 12% | 2.5 | 58 | 5.0% | 1% | -7%
Cc1ccc(NC(=O)COC(=O)Cc2csc(-c3ccc(Cl)cc3)n2)cc1C | 7% | i | 42 | -0.4% | 0.6%[50 µM] | 3% | . | . | 4.0% | 0% | 0%
Cc1cc(N2CC(C)OC(C)C2)n2cc(-c3ccccc3)nc2n1 (stereo not given) | 2% | i | 49 | -0.1% | -0.1% | 7% | -0.2 | 59 | 4.1% | 14% | -3%
Cc1cc2ccccc2n2c(SCC(=O)NCC3CCCO3)nnc12 (stereo not given) | -8% | i | 45 | -1.0% | . | 5% | 0.3 | 60 | 1.2% | . | .
CC(=O)N1CCC(C(=O)NC2CCCc3c2cnn3-c2cc(F)cc(F)c2)CC1 (stereo not given) | -10% | i | 13 | -0.2% | 1.3% | 7% | 0.3 | 65 | 1.5% | 5% | -6%
CCCn1nc(NS(=O)(=O)c2ccccc2)c2cc3cc(C)ccc3nc21 | 7% | i | 6 | -0.4% | 0.2% | 9% | -1.1 | 48 | 10% | 7% | 5%
Cc1ccc(-c2nc(N/N=C/c3cccnc3)c3ccccc3n2)cc1 | 0% | i | 35 | -0.2% | 0.2% | 10% | 9.4 | 75 | -2.9% | 3% | -4%
CCOc1ccc(/C=C/C(=O)OC(C)C(=O)NC2CCCCC2C)cc1OC (stereo not given) | -4% | i | 30 | . | 1.6%[50 µM] | 14% | 0.5 | 73 | 2.5% | 8% | -18%
C[C@H](CO)N1C[C@H](C)[C@@H](CN(C)C(=O)Nc2ccc3c(c2)OCO3)Oc2ccc(NC(=O)Cc3ccccc3)cc2C1=O | . | i | 24 | . | -0.7% | . | 1.1 | 63 | . | 7% | -20%
COc1ccc(CNS(=O)(=O)c2c(C)[nH]c(C)c2C(=O)N2CCCC2)cc1 | 1% | i | 46 | -0.1% | 0.0% | 16% | -0.2 | 69 | 1.0% | 8% | -2%
Cc1ccc(CNc2nc3ccccc3n3nnnc23)cc1 | 2% | i | 16 | -0.4% | 0.1% | 8% | -1.2 | 72 | 1.6% | 5% | 17%
COc1cccc(C(=O)N/N=C(\C)CC(=O)Nc2ccc(N(C)C)cc2)c1 | -2% | i | 39 | -0.1% | 0.3% | ? | 0.5 | 48 | -0.1% | ? | -4%
CCOc1ccc(NC(=O)CC(=O)Nc2ccc(OCC)cc2)cc1 | -6% | i | 41 | -0.6% | 0.3% | 6% | 1.4 | 79 | 1.3% | . | -3%
CC(=O)N1CCOc2ccc(S(=O)(=O)N3CCN(c4cc(C)ccc4C)CC3)cc21 | 7% | i | 15 | 0.3% | 0.2% | 0% | 2.8 | 70 | 4.3% | 4% | -1%
O=C(CSc1n[nH]c(=O)[nH]c1=O)c1ccc([N+](=O)[O-])cc1 | 0% | i | 30 | 0.5% | 0.4% | 13% | 0.3 | 62 | -0.9% | 12% | 2%
COc1ccccc1NC(=O)CCN1C(=O)/C(=C/c2cc(OC)c(OC)c(OC)c2)SC1=S | -4% | i | 18 | -0.7% | 0.3% | 5% | 2.0 | 47 | 1.1% | 12% | 3% | NS5 inhibitors pilot replicate=-1.5
O=C(Nc1sc2c(c1C(=O)O)CCC2)c1ccccc1 | -1% | i | 7 | 0.5% | -0.1% | 22% | 3.6 | 82 | 6.0% | 16% | 3%
Cc1cc(CNC(=O)c2cccc([N+](=O)[O-])c2)c2ccccc2n1 | -1% | i | 49 | -0.8% | 0.5% | 21% | 1.4 | 61 | 13% | 7% | -8%
CCN(CC)S(=O)(=O)c1ccc(C)c(NC(=O)CNCCN(C(C)C)C(C)C)c1 | 6% | i | 41 | 0.6% | -0.2% | 8% | 0.7 | 59 | 0.3% | 23% | -6%
CCOC(=O)C(C)N1C(=O)S/C(=C\c2ccc(-c3ccccc3C(=O)O)o2)C1=O (stereo not given) | 8% | i | 19 | -1.0% | 1.3%[50 µM] | 23% | -0.3 | 115 | 4.7% | 24% | 14%
Fc1ccc2cc(CCO[C@H]3CCCCO3)ncc2c1 | . | i | 25 | . | 0.1% | . | 2.3 | 40 | . | 6% | 4%
O=S1(=O)CCC(NC(=S)NCCNC(=S)NC2CCS(=O)(=O)C2)C1 (stereo not given) | 0% | i | 39 | -0.6% | 1.1% | 16% | -1.8 | 55 | 1.2% | 10% | 2%
O=C(NCc1ccccc1)C1=C[C@@H](c2ccc3c(c2)OCO3)C[C@@H](OCc2ccc(CO)cc2)O1 | 3% | i | 11 | -0.1% | 1.4% | 9% | 3.2 | 54 | -1.6% | 6% | 2%
CC1=NN(c2ccc(C)c(C)c2)C(=O)/C1=C/c1ccc2c(c1)n(C)c(=O)n2C | -10% | i | 54 | -0.9% | -3.5% | 23% | 2.7 | 42 | 1.8% | -6% | 7%
Cc1ccc(-n2ncc3c2CCCC3NC(=O)CCc2cnn(C)c2)cc1C (stereo not given) | 1% | i | 22 | -0.8% | -0.2%[50 µM] | 13% | 1.2 | 74 | 2.5% | 6% | -1%
COCCNC(=O)CN(C(=O)Cn1nnc2ccccc21)c1cccc(C)c1C | -2% | i | 40 | -0.5% | 0.1% | 5% | 2.5 | 32 | 1.5% | 2% | 3%
